Screens from PubChem.
UHRF1 MBD2 ctr: UHRF1 methylated DNA binding inhibitors, primary screen, counter-screen for MBD2 inhibitor project, biochemical, TR-FRET, human UHRF1, single concentration; E3 ubiquitin-protein ligase UHRF1 (Homo sapiens), Q96T88; UHRF1 binding to methylated oligo; inhibition, % at 4.4 µM; 370,000 tested, 0.75% active; AID 687016, 2013; in the data active = inhibition above about 21%;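 note: UHRF1 SRA domain binding a hemimethylated CpG hairpin DNA probe; 0% = median of test compound wells and 100% = reference inhibitor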
Rev-erbA mod: modulators of Rev-erb alpha DNA binding, primary screen, biochemical, FITC-DNA, fluorescence polarization, uHTS. Nuclear receptor subfamily 1 group D member 1 (Homo sapiens), P20393. activity, % at 10 µM. Rev-erbα–FITC-DNA binding, 90 min. 370,000 tested, 0.79% active;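 active = activity above about 14%, limit read from the data; passing the limit was not always enough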;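 note: 0% = DMSO wells with 35 nM protein and 100% = DMSO wells with 750 nM protein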
sPLA2-III inh: human group III sPLA2 inhibitors, primary screen, biochemical, QFRET, BODIPY PC-A2 liposome substrate; Group 3 secretory phospholipase A2 (Homo sapiens), Q9NZ20; QFRET BODIPY PC-A2 liposome hydrolysis, fluorescence; inhibition, % at 12.2 µM; 370,000 tested, 0.56% active; AID 743126, 2013;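 active = inhibition above mean plus 3 SD of compounds lying within the high and low control bounds, cut at about 19% in these data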;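 note: 0% = median of test compound wells and 100% = no enzyme DMSO wells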
ASAP1 inh: inhibitors of human ASAP1 ArfGAP activity, primary screen, biochemical, fluorescence polarization. Arf-GAP with SH3 domain, ANK repeat and PH domain-containing protein 1 (Homo sapiens), …. ASAP1-stimulated ARF1 GTP hydrolysis, GDP FP detection. inhibition, % at 16.5 µM. 360,000 tested, 0.19% active; in the data active = inhibition above about 25%;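 note: 0% = vehicle with enzyme and substrate and 100% = no enzyme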
PLC-gamma1 inh: PLC-gamma1 enzyme inhibitors, primary screen, biochemical, fluorescence, purified enzyme; 370,000 tested, 0.84% active; fluorogenic substrate; inhibition, % at 12.2 µM; in the data active = inhibition above about 9.5%
DDE Tn6 FP inh: inhibitors of Tn6 peptide binding to fibrin DD(E), primary screen, biochemical, fluorescence polarization, human fibrin, Tn6 probe | 370,000 tested, 0.21% active | Fibrin DD(E) TRITC-Tn6 fluorescence polarization displacement | AID 720509, 2013 | Fibrinogen beta chain (Homo sapiens), P02675 | inhibition, % at 8.3 µM;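 active = inhibition above a per-campaign cutoff: mean of compounds within control limits plus 3 SD, cut at about 15% in these data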;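 note: 0% = median of all compound wells on the plate and 100% = blocking peptide control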
Tn7 DDE FP: inhibitors of Tn7 peptide binding to fibrin DD(E), primary screen, biochemical, fluorescence polarization, human fibrin, Tn7 probe. inhibition, % at 8.3 µM. FP displacement of FITC-Tn7 peptide from fibrin DD(E); 0% = median of compound wells per plate. AID 720508, 2013. 370,000 tested, 0.13% active;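 active = inhibition above the mean of compounds falling within the control limits plus 3 SD of them, cut at about 14% in these data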;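 note: 0% = plate median of compound wells and 100% = 10 µM Aha-Tn7 peptide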
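assay system = human clot-derived fibrin DD(E) complex | quantity = Fibrin-DD(E) at 2 µM final | timing = 10 min preincubation, 3 h with tracer, room temperature | signal = fluorescence polarization | measure = percent inhibition | benchmarks = high control wells with 10 µM unlabelled Aha-Tn7 peptide (full inhibition) | replicates = singlicate testing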
KLK7 zymogen act: proKLK7 zymogen activators, primary screen, biochemical, fluorescence intensity | 370,000 tested, 0.9% active | AID 652039, 2013 | Kallikrein-7 (Homo sapiens), P49862 | purified proKLK7, EDANS-DABCYL substrate fluorescence; 100% is mature enzyme control, 0% vehicle | activation, % at 7 µM;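 active = activation above the mean of all tested compounds plus 3 SD, computed per campaign excluding outliers beyond control limits, cut at about 13% in these data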
PLCb3 inh: human PLC-beta3 inhibitors, primary screen, biochemical, fluorescence | 370,000 tested, 0.18% active | 1-phosphatidylinositol 4,5-bisphosphate phosphodiesterase beta-3 (Homo sapiens), Q01970 | inhibition, % at 12.2 µM | Purified PLC-beta3, fluorogenic substrate; in the data active = inhibition above about 11%;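 note: 0% = median of compound wells on plate and 100% = full blocker control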
Target sequence (Q01970 whole entry, looked up): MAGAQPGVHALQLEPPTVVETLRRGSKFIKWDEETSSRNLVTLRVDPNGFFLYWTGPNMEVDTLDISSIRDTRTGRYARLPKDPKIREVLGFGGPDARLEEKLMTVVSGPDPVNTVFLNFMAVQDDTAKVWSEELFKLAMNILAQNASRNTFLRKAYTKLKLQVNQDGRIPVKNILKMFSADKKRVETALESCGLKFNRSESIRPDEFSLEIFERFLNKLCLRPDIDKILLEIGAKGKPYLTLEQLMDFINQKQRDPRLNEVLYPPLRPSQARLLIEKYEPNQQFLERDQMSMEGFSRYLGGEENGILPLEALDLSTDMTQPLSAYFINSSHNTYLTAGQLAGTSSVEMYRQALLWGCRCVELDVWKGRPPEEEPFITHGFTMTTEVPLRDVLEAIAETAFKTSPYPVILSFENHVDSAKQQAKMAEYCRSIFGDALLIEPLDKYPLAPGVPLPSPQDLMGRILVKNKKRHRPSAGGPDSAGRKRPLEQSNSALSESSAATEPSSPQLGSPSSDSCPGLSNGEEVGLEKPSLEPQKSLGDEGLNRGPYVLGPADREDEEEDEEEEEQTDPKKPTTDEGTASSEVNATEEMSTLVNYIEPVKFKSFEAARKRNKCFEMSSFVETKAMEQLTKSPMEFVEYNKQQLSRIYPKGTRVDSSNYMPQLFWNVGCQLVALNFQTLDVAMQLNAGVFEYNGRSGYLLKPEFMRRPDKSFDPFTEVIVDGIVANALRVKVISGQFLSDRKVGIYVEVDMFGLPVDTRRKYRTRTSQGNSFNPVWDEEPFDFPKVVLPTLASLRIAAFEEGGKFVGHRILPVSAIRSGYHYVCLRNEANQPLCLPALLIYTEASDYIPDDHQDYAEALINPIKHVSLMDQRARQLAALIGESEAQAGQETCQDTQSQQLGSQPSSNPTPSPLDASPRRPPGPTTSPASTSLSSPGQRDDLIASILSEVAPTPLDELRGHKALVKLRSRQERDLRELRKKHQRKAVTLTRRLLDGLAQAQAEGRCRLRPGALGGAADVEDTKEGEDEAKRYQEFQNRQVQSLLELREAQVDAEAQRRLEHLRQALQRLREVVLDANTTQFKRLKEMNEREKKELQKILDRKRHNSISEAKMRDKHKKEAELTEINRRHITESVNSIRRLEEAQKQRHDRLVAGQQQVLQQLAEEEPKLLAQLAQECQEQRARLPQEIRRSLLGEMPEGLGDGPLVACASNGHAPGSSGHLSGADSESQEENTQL
ARFGAP1 inhibitor: inhibitors of rat ARFGAP1 GAP activity, primary screen, biochemical, fluorescence polarization, GDP tracer; 360,000 tested, 0.26% active; ADP-ribosylation factor GTPase-activating protein 1 (Rattus norvegicus), Q62848; Arfgap1-stimulated ARF1 GTP hydrolysis, GDP FP detection; inhibition, % at 16.5 µM;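 active = inhibition above a per-plate limit, mean inhibition of low control wells plus 3 SD, cut at about 25% in these data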;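 note: 0% = DMSO wells with enzyme and 100% = wells lacking Arfgap1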
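Assay system: Rat Arfgap1 GAP domain (His6, aa 1-136), purified enzyme | Buffer or medium: HEPES 25 mM pH 7.5, NaCl 150 mM, MgCl2, DTT | Schedule: GTP hydrolysis reaction 2 h at 25 °C | Signal: FP of antibody-bound GDP Alexa 633 tracer, ex 620/em 688 nm | Measure: Percent inhibition of Arfgap1-stimulated GTP hydrolysis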
Active calls of the source: *; · = not tested or not shown. No enrichment for hits. About 4.5% of those tested had a hit in this group.

compound,UHRF1 MBD2 ctr,Rev-erbA mod,sPLA2-III inh,ASAP1 inh,PLC-gamma1 inh,DDE Tn6 FP inh,Tn7 DDE FP,KLK7 zymogen act,PLCb3 inh,ARFGAP1 inhibitor
CC(C)(C)C1CCC(C(=O)OCC(=O)Nc2ccc3[nH]c(=O)[nH]c3c2)CC1 (stereo not given),-3,-5,-11,3,-4,6,5,-0.7,-5,3
COc1cccc(NC(=O)CNC(=O)c2ccc(OC)c(OC)c2)c1,1,0,10,-1,1,-1,3,-0.2,-10,10
O=C(Cc1ccc(Cl)cc1)Nc1ccc(C(=O)N2CCCCC2)cc1,4,3,0,10,2,2,-1,-0.9,-2,2
CC(C)n1nc(C(=O)Nc2cccc(S(=O)(=O)NCc3ccco3)c2)c2ccccc2c1=O,-1,-2,-43,-7,-2,-1,-1,0.0,-44,5
COc1ccccc1-c1nc(S(=O)(=O)c2ccc(Cl)cc2)c(N(C)C)o1,3,-4,-3,-4,-1,-2,-1,-0.4,1,-2
O=C(NCCN1CCOCC1)c1cc(-c2ccccc2Cl)on1,0,3,-1,7,2,5,-8,-0.7,-2,-2
Cc1c(C)c2c(c(C)c1O)CC[C@@](C)(CCC[C@H](C)CCC[C@H](C)CCCC(C)C)O2,0,3,-6,4,0,3,6,-0.6,3,-1
Cc1ncc(C[n+]2csc(CCOC(=O)CC3C4CC5CC(C4)CC3C5)c2C)c(N)n1 (stereo not given),2,-2,14,-4,9.8*,3,-8,2.0,3,-4
CCc1ccc(-c2csc3[n+]2CCN3C(C)=O)cc1,-1,-6,0,-8,-2,-4,-4,0.3,-5,13
CCC(C)(C(=O)Nc1ccc(OC)cc1)N(C)C(=O)Cn1nnnc1N (stereo not given),5,-2,3,-13,6,-3,6,0.0,-2,8
CCc1ccc2nc3sc(C(=O)O)cc3cc2c1,-2,-2,-6,-16,-1,11,10,-0.7,-1,5
O=S(=O)(c1cc(F)ccc1F)N1CCC2(CC1)OCCN2S(=O)(=O)c1ccccc1,-2,4,-4,-2,2,1,6,0.5,-8,12
CSCCC(NS(=O)(=O)/C=C/c1ccccc1)C(=O)NCCc1ccc(S(N)(=O)=O)cc1 (stereo not given),0,-3,-15,-2,5,8,2,-0.2,-6,15
CCOc1ccc(OCCC(=O)OCC(=O)Nc2ccc3c(c2)OCCO3)cc1,2,-5,0,4,0,2,-6,-0.6,-2,18
O=C(CSc1nnc(-c2ccc(S(=O)(=O)N3CCCC3)cc2)o1)NCC1CCCO1 (stereo not given),1,2,3,-10,-1,-12,6,-0.5,-1,-4
O=C(c1cc2c(s1)-c1ccccc1OC2)N1CCN(c2ccccn2)CC1,-3,-12,-6,-2,-145,-5,-15,-1.4,-182,-4
CCOC(=O)CSc1[nH]c(=O)cc(C)c1C#N,-1,-9,6,-5,-3,-4,2,1.3,-2,11
COc1ccc(C2=NCN(c3ccc(C)cc3)C(=S)N2)cc1,0,-2,6,7,0,-2,4,0.3,-6,-10
O=c1c2cn[nH]c2[nH]c(=S)n1-c1cccc2ccccc12,-1,-6,12,-6,0,-6,6,-0.8,4,-5
CN(C)S(=O)(=O)c1ccc(NC(=O)CN2C(=O)NC3(CCCC3)C2=O)cc1,-2,-8,-4,7,1,-4,-9,-0.5,-4,6
Cc1cc(NC(=O)C23CC4CC(C2)CC(n2cnc([N+](=O)[O-])n2)(C4)C3)no1,-1,3,8,1,4,-4,-1,-0.9,5,-2
CCOC(=O)[C@@]12CN(C(=O)OC(C)(C)C)CC=C1N(Cc1ccc(OC)cc1)C(=O)[C@H]2CC(=O)NCCCN1CCCC1=O,0,2,4,·,-1,11,5,0.1,-1,·
O=C(Nc1ccc(OCC(=O)N2CCOCC2)cc1)c1cncc(Br)c1,4,-2,-4,7,6,-5,-6,-0.6,0,-9
N#Cc1cc(N2CCOCC2)nc2ccccc12,-1,-5,-5,3,-91,-1,4,0.8,-134,8
Cc1nn(Cc2c(F)cccc2Cl)c(C)c1NC(=O)C1CC1,1,-2,3,-1,1,-2,-2,-0.3,1,-11

Given with values under each structure: part of the list above.
Results follow in this order: UHRF1 MBD2 ctr	Rev-erbA mod	sPLA2-III inh	ASAP1 inh	PLC-gamma1 inh	DDE Tn6 FP inh	Tn7 DDE FP	KLK7 zymogen act	PLCb3 inh	ARFGAP1 inhibitor
- CCOC(=O)CSc1[nH]c(=O)cc(C)c1C#N
 : -1	-9	6	-5	-3	-4	2	1.3	-2	11
- COc1ccc(C2=NCN(c3ccc(C)cc3)C(=S)N2)cc1
 : 0	-2	6	7	0	-2	4	0.3	-6	-10

The listing continues:
compound,UHRF1 MBD2 ctr,Rev-erbA mod,sPLA2-III inh,ASAP1 inh,PLC-gamma1 inh,DDE Tn6 FP inh,Tn7 DDE FP,KLK7 zymogen act,PLCb3 inh,ARFGAP1 inhibitor
COC(=O)[C@H]1C[C@H](OC(=O)NC2CC2)[C@@]2(O)CN(S(=O)(=O)c3ccc(C)cc3)CC2[C@H]1C(=O)OC (stereo not given in full),4,4,5,2,0,6,-5,-0.4,-2,2
CCOC(=O)C1CCCN(C(=O)c2ccc(Cl)c(S(=O)(=O)N3CCc4ccccc43)c2)C1 (stereo not given),0,-1,-10,3,-2,-1,-2,-0.8,-6,9
CCN(CC)S(=O)(=O)c1ccc(S(=O)(=O)NCC2CCCO2)cc1 (stereo not given),-2,1,1,8,0,0,2,0.2,-4,3
Cc1cccc(N(C(=O)c2snc(C(N)=O)c2N)C(C)C(=O)NCC2CCCO2)c1 (stereo not given),0,4,1,-8,-66,5,10,2.6,-100,8
CC(C)=CCCC1=CCC2C(=O)NNC(=O)C2C1 (stereo not given),0,-2,0,-2,-1,-9,0,-0.2,0,7
O=C1CC(c2ccco2)CC(O)=C1C=NCCN1CCN(C(=O)Nc2ccc(Cl)cc2)CC1 (stereo not given),1,2,6,1,3,-3,12,-0.2,-2,7
N#Cc1ccccc1OCC(=O)NC1CCCCC1,-3,5,-3,2,1,7,5,-0.2,1,4
COc1ccc(CC2CCOC2=O)cc1 (stereo not given),4,3,10,2,10*,-1,-1,0.1,3,6
CCN(CC)S(=O)(=O)c1cccc(C(=O)N[C@H](C(=O)NCc2ccccc2F)C(C)C)c1,-3,4,-2,3,0,5,-1,0.4,1,19
CC(C)CC(NC(=O)C1CCCCC1)C(=O)NC(C)c1ccccc1 (stereo not given),-1,4,7,-1,1,-12,1,0.6,-4,8
COc1ccccc1S(=O)(=O)Cc1ccc(C(=O)NCCN(C)C)o1,-2,-1,-2,8,-2,-11,3,-0.2,0,-6
C[C@@H]1CC=C[C@H]2[C@H]1C(=O)N(Cc1ccccc1)[C@H]2c1ccc2ccccc2c1/C=C/c1ccccc1,0,4,3,2,3,1,5,0.2,3,-18
Cc1ccc(NC(=O)CN2CCOCC2)c(Br)c1,3,1,1,-6,0,-5,-13,0.1,-2,2
Cn1c(-c2ccc(F)cc2)cnc1NCc1ccc(C#N)cc1,3,-3,-3,-10,-2,2,1,0.5,-1,12
CC(Oc1cccc(Cl)c1)C(=O)Nc1ccncc1 (stereo not given),-1,10,-1,-2,-1,1,-3,-0.5,0,0
O=C(CCc1ccccc1)NC1CCSC1=O (stereo not given),5,2,1,2,-2,4,3,-0.1,1,3
N=c1c[n+](N2CCOCC2)[n-]o1,0,-4,6,0,0,19*,1,-0.2,2,-2
CC1CCC(CN2C(Nc3ccccc3)=NC[C@@H]2Cc2ccccc2)CC1 (stereo not given in full),2,-4,10,2,3,4,3,0.1,5,28*
COC(=O)c1cccc(NC2CC(=O)N(c3ccc(OC)c(OC)c3)C2=O)c1 (stereo not given),2,6,-6,0,-22,-7,-5,-7.1,-27,-13
Cc1nc2sccn2c(=O)c1S(=O)(=O)NCc1ccccc1Cl,4,-4,-3,0,-4,-8,1,0.7,-4,6
COc1ccc(/C=C2\CCC(C3CCCC3)C2=O)cc1Cn1nc(C)cc1C (stereo not given),-2,9,1,-2,2,0,2,0.2,4,-2
C[C@@H]1CCCCO[C@@H](CN(C)Cc2ccncc2)[C@@H](C)CN([C@H](C)CO)C(=O)c2cc(NC(=O)c3ccccc3)ccc2O1,-2,10,-3,13,3,6,1,0.7,0,0
COC(=O)[C@@H](NS(=O)(=O)c1ccc(F)cc1Br)C(C)C,3,8,5,-3,-1,-2,-2,-0.1,-1,-9

Quoted from the listing:
ARFGAP1 inhibitor result of N=c1c[n+](N2CCOCC2)[n-]o1 = -2
PLC-gamma1 inh result of CCOc1ccc(OCCC(=O)OCC(=O)Nc2ccc3c(c2)OCCO3)cc1 = 0
